# Bioassay records (PubChem)
# RXFP1 antag = qHTS Assay for Antagonists of the Relaxin Receptor RXFP1; Relaxin receptor 1 (Homo sapiens), Q9HBX9; HEK293-RXFP1, relaxin-stimulated cAMP HTRF, 30 min; hits give low values; activity change, negative = inhibition, % at 57.5 µM; hit rate 0.59% among 350,000;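 active means activity change of -60% or lower, but not beyond a set lower limit; inconclusive means change between -60% and -40%, or beyond the set limit; inactive means change above -40%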; further: on the % scale 0 is the no-effect control and ±100 the full control effect
# D1 antag = Antagonist of Human D 1 Dopamine Receptor: qHTS; HEK293 TREx D1 cells, calcium flux, dopamine EC80; hits give low values; D(1A) dopamine receptor (Homo sapiens), P21728; activity change, negative = inhibition, % at 10 µM; hit rate 3.2% among 360,000; in the data active means activity change below about -30%; further: on the % scale 0 is the no-effect control and ±100 the full control effect
# Target sequence (P21728 whole entry, looked up): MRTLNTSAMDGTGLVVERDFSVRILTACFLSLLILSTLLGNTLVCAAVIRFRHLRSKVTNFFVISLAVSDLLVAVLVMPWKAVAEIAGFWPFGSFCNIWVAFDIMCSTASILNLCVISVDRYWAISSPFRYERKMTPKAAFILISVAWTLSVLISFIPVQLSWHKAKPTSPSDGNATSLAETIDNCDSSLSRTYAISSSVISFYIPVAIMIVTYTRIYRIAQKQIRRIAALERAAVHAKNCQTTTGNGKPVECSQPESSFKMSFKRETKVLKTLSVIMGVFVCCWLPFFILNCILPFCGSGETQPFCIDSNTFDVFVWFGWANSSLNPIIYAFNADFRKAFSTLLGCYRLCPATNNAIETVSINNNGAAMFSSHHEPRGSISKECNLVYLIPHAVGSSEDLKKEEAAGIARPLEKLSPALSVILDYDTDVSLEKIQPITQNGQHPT
#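 Inducible Hek293 Trex D1 cells (tetracycline, overnight, 30 C). Calcium dye 30–90 min RT. Antagonist mode: EC80 dopamine added after 180 s compound read.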
# D2 potentiator = HTS Assay for Positive Allosteric Modulators of the Human D2 Dopamine Receptor: Primary Screen for Potentiators; D(2) dopamine receptor (Homo sapiens), P14416; HEK293 T-REx D2, calcium flux, EC20 dopamine potentiation; potentiation, % at 10 µM; hit rate 0.34% among 340,000;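 active means potentiation over 3 SD above the plate norm, cut at about 30% in these data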; further: 0% is about no effect
#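 Potentiation of an EC20 dopamine calcium response is measured in a force-coupled, tetracycline-inducible Hek293 Trex D2 line. Compound-only kinetic reads over 180 s flag agonists before dopamine addition.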
# RXFP1 ag = qHTS Assay for Agonists of the Relaxin Receptor RXFP1 | hit rate 0.3% among 370,000 | HEK293T-RXFP1 cAMP TR-FRET, 30 min; response scale: percent of porcine relaxin response, buffer zero | Potency, µM (doses to about 57.5 µM), without a hit: at the top dose activation, hits mostly activators | Relaxin receptor 1 (Homo sapiens), Q9HBX9; further: potency means the concentration at half of the fitted maximal effect; on the % scale 0 is the no-effect control and ±100 the full control effect; nearly all actives have a fitted effect of over 60% in size; many of its hits are not listed in these tables
#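 HEK293 cells stably expressing RXFP1, treated 30 min at 37C with compounds plus PDE4 inhibitor Ro 20174; cAMP measured by HTRF TR-FRET. Normalized to buffer and 29 nM porcine relaxin; EC50 by Hill fit.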
# D1 agonist = Allosteric Agonists of the Human D1 Dopamine Receptor: qHTS | HEK293 T-REx D1 cells, calcium flux, agonist mode | activation, % at 2 µM | hit rate 1% among 360,000 | AID 504660, 2011; in the data active means activation above about 30%; further: 0% is about no effect
#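 Tetracycline-induced HEK293 TREx D1 cells, force-coupled to calcium signalling, were dye-loaded with a no-wash calcium kit. Compound was pin-added after a 10 s baseline. Fluorescence was read kinetically at 1 cycle/s for 180 s, with calcium rises flagged as agonism.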
# D1 PAM = Potentiators of Human D1 Dopamine Receptor: qHTS. hit rate 0.036% among 360,000. potentiation, % at 10 µM. AID 504651, 2011. D(1A) dopamine receptor (Homo sapiens), P21728. HEK293 TREx D1 cells, calcium flux, dopamine EC20 potentiation; in the data active means potentiation above about 30%; further: 0% is about no effect
# TRHR enhancer = qHTS for Small Molecule Agonists and Allosteric Enhancers of Human TRH Receptor: Primary Screen for Enhancers; Thyrotropin-releasing hormone receptor (Homo sapiens), P34981; TRHR cells, fluo-8 calcium fluorescence, EC20 TRH enhancement; enhancement, % at 2 µM; hit rate 0.66% among 360,000; in the data active means enhancement above about 30%; further: 0% is about no effect
# Target sequence (P34981 whole entry, looked up): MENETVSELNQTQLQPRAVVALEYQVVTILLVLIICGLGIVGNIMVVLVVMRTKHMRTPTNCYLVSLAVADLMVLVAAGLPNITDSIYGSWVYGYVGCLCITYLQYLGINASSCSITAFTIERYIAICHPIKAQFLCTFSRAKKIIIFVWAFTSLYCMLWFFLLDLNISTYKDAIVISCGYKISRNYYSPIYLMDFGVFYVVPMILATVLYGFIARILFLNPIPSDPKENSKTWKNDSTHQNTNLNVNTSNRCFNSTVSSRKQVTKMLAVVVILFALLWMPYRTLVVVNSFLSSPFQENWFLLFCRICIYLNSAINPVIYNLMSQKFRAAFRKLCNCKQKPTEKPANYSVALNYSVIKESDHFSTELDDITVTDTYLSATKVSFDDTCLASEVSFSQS
#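 Enhancer read-out: after compound pinning and an initial kinetic agonist-mode read, an EC20 of TRH (10 nM final) was injected and fluo-8 calcium signal (Ex 480/Em 530) followed at 1 s/cycle for 100 cycles in TRHR-expressing cells.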
# Apoferritin bind = qHTS Assay for Identification of Novel General Anesthetics. Potency, µM (series often up to 77.5 µM), for inactives: at the top dose activity change, negative = displacement, most hits filed as inhibitors. apoferritin/1-aminoanthracene competitive binding, fluorescence. Ferritin light chain (Equus caballus), P02791. hit rate 0.074% among 350,000; further: potency means the concentration at half of the fitted maximal effect; on the % scale 0 is the no-effect control and ±100 the full control effect; nearly all actives have a fitted effect of over 20% in size
# Target sequence (P02791 2-175 limits assumed): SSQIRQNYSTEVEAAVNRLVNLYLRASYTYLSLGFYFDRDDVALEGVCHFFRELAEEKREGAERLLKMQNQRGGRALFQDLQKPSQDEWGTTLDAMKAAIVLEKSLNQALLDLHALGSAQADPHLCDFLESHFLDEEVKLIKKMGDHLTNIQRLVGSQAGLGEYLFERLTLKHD
#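 10 uM apoferritin + 50% sat. 1-AMA, PBS; cpd 10 min RT; Ex380/Em535 endpoint; normalized to free probe vs complex; 4-param Hill fit; propofol titration as pos. ctrl.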
# TRHR ag = qHTS for Small Molecule Agonists and Allosteric Enhancers of Human TRH Receptor: Primary Screen for Agonists; TRHR cells, calcium flux fluo-8, FDSS agonist mode; activation, % at 2 µM; hit rate 0.18% among 360,000; AID 493084, 2011; in the data active means activation above about 30%; further: 0% is about no effect
#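 Fluo-8-loaded TRHR cells; 10 s baseline, compound added, kinetic Ca2+ fluorescence read 1/s, agonist mode.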
# The depositor's hits bear a star; ? = inconclusive; nt = no result given; [ ] = dose if it differs, or a comment. Unless noted, the call rests on the fitted dose curve; in most records, active means well fitted curve in the direction sought with a large enough effect; inconclusive means small, poorly fitted or top-dose-only effect, or another doubt; inactive means no such curve, though single readings can be large; an effect the other way counts as inactive or inconclusive. This is a subset, so the mix of outcomes need not match the whole.
SMILES,RXFP1 antag,D1 antag,D2 potentiator,RXFP1 ag,D1 agonist,D1 PAM,TRHR enhancer,Apoferritin bind,TRHR ag
Cc1c(CC(=O)NCCCCCC(=O)O)c(=O)oc2cc3occ(-c4ccccc4)c3cc12,3,9,3,-0.8%,2,-5,11,-11%,0.2
CN1c2ccsc2C(O)=C(C(=S)Nc2ccc(F)c(Cl)c2)S1(=O)=O,3,-20,-1,0.8%,3,3,-3,-10%,-0.3
CCCc1nn2c(=O)cc(COc3ccc(/C=C(\C#N)C(=O)Nc4ccccc4)cc3)nc2s1,nt,-4,3,2.1%,3,-3,2,9%,-2.2
Cc1ccc(-c2nc(NC(=O)CSc3ncnc4sc5c(c34)CCC(C)C5)ns2)cc1 (stereo not given),1,-5,4,2.0%,1,-4,4,3%,0.5
Cc1ccc(S(=O)(=O)Nc2c(C)n(C)n(-c3ccccc3)c2=O)cc1C(=O)OC(C)C(=O)N(C)c1ccccc1 (stereo not given),2,-5,4,-0.7%,3,-5,4,-18%,0.8
CCOC(=O)c1cc(/C(C)=N/OC(=O)c2ccc(Cl)cc2)on1,5,-7,-3,-1.0%,4,-8,-3,3%,-1.2
CCn1nc(C)c(CN2CCCC(C(=O)c3cccc(OC(C)C)c3)C2)c1C (stereo not given),-4,-25,-11,-0.2%,6,-2,1,-15%,0.7
Cc1c(Cl)cccc1NC(=O)Cn1c(=O)n(Cc2ccco2)c(=O)c2oc3ccccc3c21,-6,-4,-2,-1.0%,0,-4,3,-6%,0.4
CCN(CC)C(=O)C(=O)N/N=C/c1ccc(C(=O)O)cc1,3,-14,-2,0.7%,1,-7,10,9%,-0.9
CC(=O)Nn1cc2c(=O)n(C)c(=O)n(C)c2c1,-3,-2,-2,5.8%,2,-2,1,-9%,0.2
Cc1cccc(N2CCN(C(=O)Cn3c(=O)c4cccn4c4ccc(F)cc43)CC2)c1C,-12,3,-13,1.0%,1,-2,4,1%,0.5
CCOc1ccccc1NC(=O)COc1coc(CN2CCc3ccccc32)cc1=O,-14,-9,1,-1.8%,7,-3,-6,nt,0.1
COc1cc(NS(=O)(=O)c2ccc3c(c2)OCC(C(=O)N2CCCC2)O3)cc(OC)c1 (stereo not given),-15,-4,-5,0.1%,7,1,-7,1%,0.1
CCC1Sc2ccccc2N(CC(=O)NCc2ccc3c(c2)OCO3)C1=O (stereo not given),-26,2,-4,0.7%,3,-3,4,-9%,-0.5
NNC(=O)C(=O)/C=C1\NC2(CCCC2)Cc2ccccc21,-10,24,-4,2.7%,1,-4,-5,-15%,-0.1
NC(=O)NC(CC(=O)N1CCc2ccccc2C1)c1ccc(Cl)cc1 (stereo not given),-7,-15,-2,-3.6%,2,-4,2,0%,-0.5
Cc1ccc(F)cc1NCC(=O)Nc1ccc(Cl)cc1F,4,-27,10,-0.5%,3,11,-2,2%,0.0
CCc1nnc(NC(=O)CSc2ncnc3scc(-c4ccc(C)cc4)c23)s1,-9,-2,2,0.9%,1,1,2,-16%,0.3
COc1ccc2c(c1)-c1nc(NC(=O)c3cccc(Br)c3)sc1CC2,-6,-16,-6,1.7%,4,2,4,33%[activator],-0.2
COc1ccccc1NC(=S)Nc1ccccn1,0,-12,-3,-1.6%,1,-6,1,-13%,0.1
NCCCC[C@H]1CNC(=O)C(=O)N1CC1CCCCC1,nt,-6,nt,-6.2%,1,2,-3,8%,0.0
COc1ccc(NC(=O)c2cc(S(=O)(=O)N(C)C)ccc2N2CCCC2)cc1Cl,24,24,-3,-0.3%,2,9,-8,-10%,-0.2
CCc1cccc(C)c1NS(=O)(=O)c1ccc(-n2cccn2)cc1,nt,-47*,6,-3.7%,22,-1,3,59%[activator],-0.6
O=c1c2[nH]c3ccc(Br)cc3c2ncn1CCCn1ccnc1,1,-10,2,1.4%,3,-5,4,-5%,-0.6
O=C(O)Cc1ccc(NC(=O)Nc2cccc3ccccc23)cc1,-6,-5,16,-2.2%,2,-7,2,-6%,0.4

# Ordered by value in RXFP1 antag (highest first): five from the list above.
compound,RXFP1 antag
COc1ccc(NC(=O)c2cc(S(=O)(=O)N(C)C)ccc2N2CCCC2)cc1Cl,24
Cc1c(CC(=O)NCCCCCC(=O)O)c(=O)oc2cc3occ(-c4ccccc4)c3cc12,3
NNC(=O)C(=O)/C=C1\NC2(CCCC2)Cc2ccccc21,-10
Cc1cccc(N2CCN(C(=O)Cn3c(=O)c4cccn4c4ccc(F)cc43)CC2)c1C,-12
COc1cc(NS(=O)(=O)c2ccc3c(c2)OCC(C(=O)N2CCCC2)O3)cc(OC)c1 (stereo not given),-15

# The listing picks up, repeating the 2 entries before the break.
SMILES,RXFP1 antag,D1 antag,D2 potentiator,RXFP1 ag,D1 agonist,D1 PAM,TRHR enhancer,Apoferritin bind,TRHR ag
O=c1c2[nH]c3ccc(Br)cc3c2ncn1CCCn1ccnc1,1,-10,2,1.4%,3,-5,4,-5%,-0.6
O=C(O)Cc1ccc(NC(=O)Nc2cccc3ccccc23)cc1,-6,-5,16,-2.2%,2,-7,2,-6%,0.4
COc1ccccc1CNC(=O)C(=O)NCC1CCCN1S(=O)(=O)c1cccs1 (stereo not given),-4,-6,5,-0.7%,6,-1,5,nt,-0.1
CCOc1ccc2nc(SCC(=O)NCc3ccccc3OC)[nH]c2c1,-23,5,5,1.0%,0,-8,-4,-11%,-0.8
O=C(Nc1ccc(Br)cc1)c1cc(-c2ccc3c(c2)OCO3)on1,7,0,8,8.8%,1,-4,2,32%[activator],2.0
COc1cccc(N(C(=O)CNC(=O)c2ccco2)C(C(=O)NC2CCCC2)c2cccnc2)c1 (stereo not given),0,-3,-1,-4.0%,2,6,4,3%,-0.8
CC(C)c1nnc(NC(=O)CSc2nnc(-c3ccco3)o2)s1,-1,3,-1,2.2%,1,3,6,-8%,0.0
Cc1ccc(S(=O)(=O)N2CCc3ccccc3C2CC(=O)O)cc1 (stereo not given),-1,-14,6,1.8%,0,-15,6,-7%,0.5
CC(NC(=O)c1ccccc1NS(=O)(=O)c1ccc(CCC(=O)O)cc1)c1ccccc1 (stereo not given),-3,-1,-19,-1.0%,2,0,0,-2%,0.1
COc1ccc(Cl)cc1NC(=S)NCc1ccco1,20,-18,-3,0.1%,1,-4,2,-9%,-0.8
Cc1nc2c(=O)n(-c3ccc(F)cc3F)nc(C)c2s1,0,1,-6,3.3%,1,0,-5,-5%,-0.7
Nc1cc(C(=O)O)ccc1N1CCCCCC1,-13,15,-1,1.2%,2,-7,5,-11%,0.4
O=C(CSc1ccccc1C(=O)O)Nc1cccc(C(=O)O)c1,12,3,-5,1.0%,1,-3,-2,-8%,0.4
CCCNC(=O)N1CCC(Cc2ccccc2)CC1,2,4,8,0.1%,3,2,-5,-10%,-0.1
COC(=O)Cn1cc(/C=C/c2cc[n+](C)cc2)c2ccccc21,nt,4,18,1.1%,2,-5,-2,174%[activator],12
CCN(CC(=O)Nc1c(F)cccc1F)C(=O)c1cccnc1SC,-13,-20,6,-2.9%,2,-3,28,-9%,-0.5
COCC(=O)Nc1ccc(S(=O)(=O)NCC2CCCO2)cc1 (stereo not given),8,-4,-2,0.1%,2,-5,-9,-11%,0.3
O=C(Nc1cccc(C(=O)N2CCCCC2)c1)c1ccc(Cl)cc1,3,8,-25,0.4%,1,4,18,-12%,0.1
COc1ccc(OC)c(CNc2nc3ccccc3n2CCN2CCCCC2)c1,14,-19,-21,-2.0%,11,-8,-11,-11%,-1.8
O=C(Nc1ccsc1C(=O)N1CCCC1)c1ccccc1,-19,11,-1,-0.5%,0,-1,-16,-2%,-0.7
Cn1ccnc1SCC(=O)c1cccc(C(F)(F)F)c1,-3,2,16,0.1%,2,-9,-2,?,0.1
C=CCOc1c2ccc(C(=O)NCc3ccc(OC)cc3)cc2nn1C,nt,1,-3,-0.8%,3,-6,2,30%[activator],-0.5
Cc1cc(C)c(C(=O)COC(=O)c2cccnc2Cl)c(C)c1,-2,6,14,1.2%,4,-3,-6,-19%,-0.9
Cc1ccc(Cn2c(=O)n(C)c(=O)c3sccc32)cc1,12,-24,3,14%,10,-3,-5,8%,-0.7
CN(CC(=O)N1CCc2ccccc2C1)c1ccccc1,3,-15,3,-0.6%,3,0,-11,-15%,-0.7
Cc1ccccc1OCC(O)CN1CCN(CCN2C(=O)c3cccc4cccc(c34)C2=O)CC1 (stereo not given),-1,3,-23,0.0%,-1,-10,-2,-15%,-0.7
COc1ccc(C(=O)CN2CCN(c3ccc(F)cc3)CC2)cc1OC,-5,14,2,-4.6%,3,-5,3,-18%,0.4
# Next entries follow:
SMILES,RXFP1 antag,D1 antag,D2 potentiator,RXFP1 ag,D1 agonist,D1 PAM,TRHR enhancer,Apoferritin bind,TRHR ag
COc1ccc(OCCn2cc(C=O)c3ccccc32)cc1,-11,-14,-3,1.1%,10,-5,-7,-7%,-0.2
CC(C)C(NS(=O)(=O)c1cccc2nsnc12)C(=O)NC1CCCCC1C (stereo not given),19,26,-3,0.3%,0,3,-10,-8%,-0.3
O=[N+]([O-])c1cccc(-c2nnn(C34CC5CC(CC(C5)C3)C4)n2)c1,-2,20,2,-3.2%,4,2,7,-9%,0.0
O=C(CC1NC(=S)NC1=O)c1ccc(Cl)cc1 (stereo not given),-6,2,0,1.3%,3,-14,1,-6%,0.1
COCCNC(=S)NNc1cccc(C(=O)O)c1,-11,6,-1,2.8%,3,2,2,-3%,0.0
CCN1C(=O)[C@@H]2[C@@H](c3ccc(-c4ccc(C(C)=O)cc4)cc3)N3CCC[C@@]3(C(=O)OC)[C@@H]2C1=O,nt,2,8,-0.2%,-1,-1,-5,nt,-0.1
COc1ccc(S(=O)(=O)N2CCOC23CCN(C(=O)c2ccc(Cl)cc2Cl)CC3)cc1,-34,-3,0,0.0%,4,-4,-6,-10%,-0.1
CCc1cc(=O)oc2cc(C)cc(OCC(=O)NCCCn3ccnc3)c12,11,-1,0,8.6%,2,-6,1,2%,0.2
CCOc1ccccc1-n1c(SCC(=O)NC(C)(C)C)nnc1-c1ccoc1C,6,-10,12,0.9%,1,-2,4,-16%,-0.1
O=C(Nc1c2c(nn1-c1ccc(Cl)cc1)CS(=O)(=O)C2)c1ccccc1F,nt,-16,-11,0.1%,-5,0,-7,9%,-0.6
